# CFTR F508del cor = correctors of CFTR F508del function in bronchial epithelial cells | 0.36% of 350,000 active | activity (quench increase), % at 7.58 µM | CFBE cells, YFP halide quenching; stimulated with forskolin plus potentiator P3; % fluorescence drop versus neutral controls;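 active = mean added fluorescence quench of at least 8% versus neutral control, with both replicates also reaching 8%; inconclusive = only one of the mean or replicate conditions met; inactive = mean below 8% and not both replicates reaching 8%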;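 note: cells transiently co-express mutant CFTR-F508del with the halide-sensitive YFP; corrector assay measuring rescue of mutant channel to the surface after 24 h compound exposure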
# FN deposit inh = fibronectin deposition inhibition; AH1F fibroblasts, Alexa488-fibronectin deposition fluorescence, overnight; inhibition, % at 12.6 µM; 0.086% of 350,000 active; AID 743247;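 active = mean inhibition across replicates of 30% or more, regardless of how many single replicates reach that level; inconclusive = mean under 30% yet at least half of replicates reach 30%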;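 note: positive control wells lacked labelled fibronectin entirely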
#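 Test system: AH1F fibroblast monolayer depositing Alexa488-labelled fibronectin into matrix. Input: 10000 cells per well. Technique: fluorescence, ex 485 nm, em 525 nm. Buffer or medium: DMEM plus 2% serum, read in PBS. Timing: 1 h cell adhesion before compound, then overnight fibronectin incubation. Compound: single dose, pinned. Read-out basis: inhibition from reduced deposited-fibronectin fluorescence.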
# PAX8 inh HTS = PAX8 transcriptional activity inhibition; RMG-I TPO-luciferase reporter, SteadyGlo, 24 h; inhibition, % at 12.6 µM; 1.2% of 360,000 active; AID 652154;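 active = mean replicate inhibition at least 60% with every replicate also reaching 60%; inconclusive = only one of the two criteria is met; inactive = mean below 60% and not all replicates reaching 60%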;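 note: luciferase light reporting Pax8 driven TPO promoter activity; plate controls were median of neutral control wells for no effect and mitoxantrone controls for full effect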
# DENV2 CPE = protects cells from dengue virus 2 cytopathic effect. DENV2-infected cells, cytopathic effect rescue, plate reader. CPE inhibition, % at 9.99 µM. 1.7% of 350,000 active. AID 651640; in the data active = CPE inhibition above about 20%, passing the limit was not always enough; inconclusive = no clear call, values can overlap the other calls; tested in BHK-21 cells;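 note: 0% = median of neutral control wells and 100% = median of positive control wells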
# INS-1E GSIS act = primary screen for activators of insulin secretion dependent on glucose, INS-1E cells, GLuc reporter luminescence; 0.61% of 370,000 active; activation, % at 16.6 µM; INS-1E GLuc reporter insulin secretion, 2-3 h;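 active = lowest replicate activation of at least 40%, so every replicate reaches that level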;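 note: 0% = median of neutral control wells and 100% = median of IBMX positive control wells; some compounds called inactive have numbers as strong as hits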
# EWS-Fli inh = inhibitors of EWS/Fli oncoprotein transcriptional activity. A673 NR0B1-luciferase reporter, viability-normalised. 0.67% of 350,000 active. inhibition, % at 12.6 µM. AID 651661;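 active = mean inhibition of at least 50% after viability correction, with every replicate also passing that limit; inconclusive = mean reaches 50% but only one of two replicates passes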;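 note: firefly luciferase signal divided by Alamar Blue viability fluorescence both relative to DMSO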
# miR122 inh = inhibitors of miR-122 in Huh7 cells | Huh7 miR-122 Renilla luciferase sensor, 48 h; neutral wells = 0, positive control = 100 | activation (reporter increase), % at 12.5 µM | 0.3% of 340,000 active | AID 602342;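 active = mean replicate activation score at least 90 and every replicate individually at or above 90; inconclusive = only one of the two criteria met; inactive = neither criterion met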;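 note: higher luciferase means less miR-122 activity so hits act as miR-122 inhibitors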
# * = called active by the depositor; ? = inconclusive; . = no result given; [ ] = dose if it differs, or a comment.
SMILES,CFTR F508del cor,FN deposit inh,PAX8 inh HTS,DENV2 CPE,INS-1E GSIS act,EWS-Fli inh,miR122 inh
C=CCn1c(CNS(=O)(=O)c2ccc(Br)cc2)n[nH]c1=S,-0.2,4,20,10,-11,1,12
CCOC(=O)c1c(NC(=O)C2C3C=CC(C3)C2C(=O)O)sc2c1CC(C)CC2 (centres undefined),-1.5,-1,14,11,-27,12,0
CC1CCC2C(=O)N(c3ccc(Cc4ccncc4)cc3)C(=O)C2C1 (centres undefined),1.0,-3,17,-1,-26,12,.
COc1cc(NC(=O)CSCc2ccc(Cl)cc2Cl)c(C(=O)O)cc1OC,.,-3,30,-1,.,0,3
CN(C)CC(=O)Nc1ccc2c(c1)[C@@H]1C[C@H](CC(=O)NCCN3CCCCC3)O[C@@H](CO)[C@@H]1O2,3.4,.,-3,4,19,-10,-2[16.7 µM]
CCCn1c(=O)c(C(=O)NNS(=O)(=O)c2ccc(C)cc2)c(O)c2ccccc21,2.2,-7,25,35*,2,-4,-7
CC(=O)c1cc(F)ccc1OCC(=O)N1CCN(c2ccc(F)cc2)CC1,-1.3,11,12,-1,-4,9,.
COC(=O)c1c(NC(=O)C2COc3ccccc3O2)sc2c1CCN(Cc1ccccc1)C2 (centres undefined),.,0,23,3,0,-20,3
Cc1c(C(=O)C(=O)NCCC2=CCCCC2)c2ccccc2n1C,.,-5,-26,3,.,-4,.
Cc1ccccc1-n1c(-c2ccc(Cl)cc2)cnc1SCC(=O)NC1CCS(=O)(=O)C1 (centres undefined),.,-7,6,.,-22,.,-6
COCC(=O)N1[C@H](C(=O)N2CCCCC2)[C@@H](CO)[C@@H]2Cn3c(ccc(C4=CCCCC4)c3=O)[C@@H]21,-4.2,.,-10,-9,2,5,6[16.7 µM]
COC(=O)C[C@H]1CC[C@H]2[C@H](COc3ccc(NC(=O)C4CC4)cc3C(=O)N2C)O1,-1.1,-4,2,12,9,-10,9[16.7 µM]
CC(=O)Nc1ccc(NC(=O)CN2C(=O)NC3(CCCCCCC3)C2=O)cc1,1.0,-4,-16,-8,7,2,6
Nc1c(CO)nnn1-c1ccccc1,.,6,-2,.,9,.,-1
CNC(=O)c1ccccc1C1(O)c2ccccc2CCc2ccccc21,-3.7,7,19,-2,-2,-3,.
Cc1noc(C)c1NC(=O)Nc1ccc2c(c1)C(=O)N([C@@H](C)CO)C[C@H](C)[C@@H](CN(C)S(=O)(=O)c1ccccc1)O2,1.2,.,.,.,3,-7,-4[16.7 µM]
CCOc1ccc(NC(=O)c2csc3c2CCCC3)cc1,0.1,18,-203,19,-2,-152,-1
COc1ccc(Cc2nnc(SCC(=O)c3cccc([N+](=O)[O-])c3)n2C)cc1,-2.0,.,.,-7,0,12,-2
CCC(=O)Nc1ccc2c(c1)OC[C@H](C)N(CC1CCOCC1)C[C@H](C)[C@@H](OC)CN(C)C2=O,-2.0,6,-26,-2,30,.,.
COc1ccc(-n2nc(C(=O)NCC(=O)Nc3cc(OC)c(OC)c(OC)c3)c3ccccc3c2=O)cc1OC,-4.6,7,27,-4,0,4,-7
COc1ccc(NC(=O)CCn2c(=O)c3cccn3c3ccccc32)c(OC)c1,-0.1,9,20,2,29,.,-4
CC(C)C#Cc1ccc([C@H]2[C@@H](CO)N(C(=O)C3CCOCC3)[C@H]2C#N)cc1,-4.7,-3,7,-3,6,2,.
COC(=O)CNC(=O)c1ccccc1C,.,-3,-9,.,.,.,-7
Cc1ccc(NC(=O)CC2S/C(=N/N=C3\CCCc4ccccc43)NC2=O)cc1 (centres undefined),-2.2,-12,0,8,-6,8,.
CCOC(=O)C1C(=O)C=C(C)C(C(=O)OCC)C1c1cccc([N+](=O)[O-])c1 (centres undefined),4.2,2,6,0,-11,2,-3
COc1cccc(-n2c(Cc3cc(=O)[nH]c(=O)[nH]3)nnc2SCC(=O)NC2CCCC2)c1,1.9,-20,10,2,2,-2,1
CC[C@@]1(c2ccccc2OC)ON(c2ccccc2C(F)(F)F)C1=O,1.5,15,60,-23,-4,6,-4
O=C(Nc1nnc([C@@H]2C[C@H](O)[C@@H](CO)O2)s1)c1cccc(C(F)(F)F)c1,2.3,0,-16,-2,.,-37,-6
CN(C)C(=O)C[C@H]1C=C[C@H](NC(=O)C2CC2)[C@H](CO)O1,1.8,-7,.,0,1,0,.
COC(=O)CN(C)C(=O)c1ccc(OC2CCN(S(=O)(=O)N(C)C)CC2)cc1,-0.3,14,-25,1,-14,-9,5
O=C(C1=NN[C@@H]2C(=O)N(c3cccc(F)c3)C(=O)[C@H]12)c1ccc2ccccc2n1,.,0,4,-3,.,-2,7
C[C@@H]1CN([C@H](C)CO)C(=O)c2cc(NC(=O)CCC(F)(F)F)ccc2O[C@@H]1CN(C)CC1CC1,0.5,.,7,-4,5,-2,0[16.7 µM]
Cc1noc(C)c1NC(=O)N(C)C[C@H]1Oc2ccc(NC(=O)NC3CCCCC3)cc2C(=O)N([C@H](C)CO)C[C@H]1C,-2.8,-49,.,?,-10,-2,-7[16.7 µM]
Cc1ccc(S(=O)(=O)N(C)C[C@@H]2Oc3ccc(NC(=O)CCCN(C)C)cc3C(=O)N([C@H](C)CO)C[C@H]2C)cc1,-1.2,-8,1,?,-2,-14,2[16.7 µM]
COc1ccc(C2CCCN2C(=S)Nc2ccc(C)cc2Cl)cc1OC (centres undefined),1.0,0,-60,0,6,-29,0
COc1ccccc1CCN=C(N)NS(=O)(=O)c1ccccc1F,-2.4,5,0,1,33,-4,3
COCC(=O)N1CC2(C1)[C@H](c1ccccc1)[C@H](CO)N2CCC(F)(F)F,0.1,-2,-2,-4,5,0,.
CCCN(C)C[C@@H]1Oc2ncc(C#Cc3ccc(F)cc3)cc2C(=O)N([C@H](C)CO)C[C@@H]1C,-0.4,3,.,4,-5,1,-7[16.7 µM]
CCCC(=O)Oc1ccc(N(C(=O)CCC)S(=O)(=O)c2cccs2)cc1,-0.2,12,24,17,3,0,-2
O=C(OCC(=O)c1cccs1)c1ccc([N+](=O)[O-])o1,0.9,8,-4,8,-4,-1,-8
COc1cc(/C=N/NS(=O)(=O)c2ccccc2)ccc1OS(=O)(=O)c1ccc(C)cc1,.,-1,9,4,.,10,.
O=C(NNC(=O)c1ccccc1F)c1ccc2[nH]c(=O)c(=O)[nH]c2c1,0.2,-6,-21,4,-9,.,-5
C[C@@H]1CCCCO[C@H](CN(C)Cc2ccncc2)[C@H](C)CN([C@@H](C)CO)C(=O)c2cc(NS(=O)(=O)c3ccc(F)cc3)ccc2O1,0.4,-7,7,-4,-7,0,-3[16.7 µM]
CN1C(=O)c2cc(NC(=O)c3ccccc3Cl)ccc2OC[C@H]2O[C@@H](CC(=O)Nc3ccc4c(c3)CCC4)CC[C@@H]21,4.4,4,27,0,-13,13,0[16.7 µM]
COc1ccc2c3c(n(C)c2c1)[C@@H](CO)N(CC1CC1)CC31CCN(C(=O)Nc2ccc(F)cc2F)CC1,?,.,.,-4,2,10,.
C[C@@H]1CN([C@H](C)CO)S(=O)(=O)c2ccc(C3=CCCCC3)cc2O[C@@H]1CN(C)C(=O)CC1CC1,0.4,2,.,-4,-26,2,-12[16.7 µM]
Cc1ccc(CNC(=O)C2CCC(=O)N(C3CCCC3)C2)c(F)c1F (centres undefined),-0.7,1,-7,-4,11,.,-7
CNC[C@H]1OCCCC[C@@H](C)Oc2ccc(NS(=O)(=O)c3ccc(OC)cc3)cc2C(=O)N([C@H](C)CO)C[C@@H]1C,0.4,.,-13,-7,21,-10,-2[16.7 µM]
CCC(=O)N1[C@@H]2c3ccc(C4=CCCC4)c(=O)n3C[C@@H]2[C@@H](CO)[C@@H]1C(=O)Nc1ccccc1,2.1,.,-15,-3,7,5,-1[16.7 µM]
O=C(CN(CC1CCCO1)C(=O)c1nsc(Cl)c1Cl)NC1CCCC1 (centres undefined),-2.3,-20,3,.,4,3,.
COc1ccc(C(=O)NCCn2cc(SCC(=O)Nc3cc(C)on3)c3ccccc32)cc1OC,.,4,0,.,.,.,2
CCSc1ccc([C@@H]2[C@@H]3C(=O)N(C)C(=O)[C@@H]3[C@]3(C(=O)OC)CCCCN23)cc1,-3.6,-1,8,-2,.,-4,-8
C[C@H](CO)N1C[C@H](C)[C@@H](CN(C)S(=O)(=O)c2ccc(F)cc2)Oc2ncc(/C=C/c3ccccc3)cc2C1=O,-0.4,0,16,-1,-44,16,-2[16.7 µM]
CCCNC(=O)N1C[C@H](O)COC[C@H]2O[C@H](CC(=O)N3CCOCC3)CC[C@@H]21,-1.5,5,-2,-7,1,-1,1[16.7 µM]
CCC(=O)Nc1cc(NC(=O)CSc2nnc(C(C)C)n2CC)ccc1C,.,1,3,.,.,.,-3
COc1ccc(OC)c(CN2CCN(Cc3cc(OC)c(OC)c(OC)c3)CC2)c1,1.3,7,16,3,.,3,-2
C[C@@H]1CN([C@H](C)CO)C(=O)Cc2cc(NC(=O)CCC(F)(F)F)ccc2O[C@H]1CN(C)S(=O)(=O)c1ccc(F)cc1,-0.4,.,5,0,-4,-5,-4[16.7 µM]
CCOC(=O)C1(CCOc2ccccc2)CCN(Cc2cccn2-c2ncccn2)CC1,-1.8,-4,16,0,-17,11,.
c1ccc(C2(CN3CCNC[C@H]3Cc3cccc4ccccc34)CC2)cc1,-0.4,9,-145,9,.,1,.
CC(C)(C)n1nc2c(c1NC(=O)c1ccccc1S(=O)(=O)C(F)F)CS(=O)(=O)C2,-1.3,.,13,-1,17,.,-8
# (further entries)
SMILES,CFTR F508del cor,FN deposit inh,PAX8 inh HTS,DENV2 CPE,INS-1E GSIS act,EWS-Fli inh,miR122 inh
COC(=O)c1sccc1NC(=O)c1ccc(C)s1,.,6,1,.,.,.,-4
FC(F)(F)c1cnc(NNC(=S)Nc2ccccc2Cl)c(Cl)c1,.,7,74*,.,-23,.,11
CCOc1ccc(N(CC(=O)NCc2cccnc2)S(=O)(=O)c2ccc(F)cc2)cc1,1.0,5,.,0,-1,10,3
COc1ccc(CNC(=O)c2sc3nc4c(c(C(F)(F)F)c3c2N)CCC4)cc1OC,.,8,7,0,24,5,-7
Cc1cc(C(=O)NC2CCN(Cc3ccccc3)CC2)n[nH]1,0.5,16,-23,3,-5,0,-5
O=C(CN1C(=O)C2CC=CCC2C1=O)Nc1ccc(F)cc1F (centres undefined),-0.5,-1,-7,-4,-3,-4,-4
O=C(CCNS(=O)(=O)c1cccc2nonc12)NCc1cccs1,.,-4,13,.,.,.,-2
O=C(COC(=O)c1cccc(S(=O)(=O)N2CCOCC2)c1)NCCc1ccccc1,0.7,1,-15,-9,14,2,.
OC(c1cccc(Cl)c1)c1ncc(-c2ccc3ccccc3c2)[nH]1 (centres undefined),-1.8,-27,-82,-5,-12,-38,4
CC(C)(C)c1cc2cccnc2n1Cc1cccc(Cl)c1,.,4,19,.,.,.,4
O=C(CSc1ncnc2sccc12)Nc1ccccc1F,-2.5,.,-28,2,4,-4,.
Cn1cnc(S(=O)(=O)N2CCCCN3[C@H](C2)[C@H](c2ccc(C4=CCCCC4)cc2)[C@@H]3CO)c1,-0.3,5,-3,2,-12,0,68[16.7 µM]
CCCOC(=O)c1c(NC(=O)CCCn2nc([N+](=O)[O-])cc2C)sc(C(=O)OC)c1C,.,5,-13,.,-1,.,.

# A few values from the entries so far.
# `COc1ccc(CNC(=O)c2sc3nc4c(c(C(F)(F)F)c3c2N)CCC4)cc1OC` in INS-1E GSIS act is entered as 24
# `CC(C)(C)c1cc2cccnc2n1Cc1cccc(Cl)c1` in miR122 inh is entered as 4
# `O=C(CCNS(=O)(=O)c1cccc2nonc12)NCc1cccs1` in PAX8 inh HTS is entered as 13
